ER stress rescue: rescue of cells from ER stress-induced death, primary screen, 384-well, CSM14.1, thapsigargin, ATP luminescence (AID 1222). CSM14.1 thapsigargin-induced death rescue, ATP luminescence; higher % means a stronger effect. cellular ATP content (survival), % at 20 µM, or EC50 in µM where a hit was titrated. 190,000 tested, under 10 active;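 active = EC50 below 50 µM in the dose-response confirmation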;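 note: death triggered by thapsigargin at about 15 µM added after 2 h compound pretreatment; cell ATP read after overnight thapsigargin exposure of roughly 18 to 22 hours; normalized against plate controls of thapsigargin alone and 5% DMSO vehicle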
LYP phosphatase: inhibitors of LYP phosphatase, biochemical, fluorescence intensity, uHTS (AID 1779); inhibition, % at 11.5 µM, or IC50 in µM where a hit was titrated; recombinant LYP phosphatase, fluorescence intensity; higher % means a stronger effect; 290,000 tested, 0.054% active; in the data active = inhibition above about 50%;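 note: plate controls were vehicle with enzyme for no effect and no enzyme for full effect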
PhoP inhibition: inhibitors of PhoP regulon expression, primary screen, Salmonella Typhimurium, GFP reporter (AID 1863); inhibition, % at 50 µM, or IC50 in µM where a hit was titrated; S. Typhimurium PhoP-regulated promoter GFP reporter, 4 h; higher % means a stronger effect; 300,000 tested, 0.16% active;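 active = inhibition over 29.93%, a cutoff 3 SD above the screen mean, later confirmed by dose response; inconclusive = inhibition over 29.93% but no dose response follow-up; inactive = inhibition at most 29.93% or unconfirmed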;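 note: 0% = low Mg2+ inducing control and 100% = high Mg2+ repressing control; strong numbers were not always called active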
Dengue-2 NS5 capping: flavivirus cap methylation enzyme inhibition – biochemical, confirmation dose response, primary screen (AID 588689) | Dengue-2 NS5 methyltransferase capping enzyme assay, biochemical; higher % means a stronger effect | 340,000 tested, 0.3% active | one-dose inhibition, % at 25 µM; IC50 in µM for titrated hits; in the data active = a potency from the dose series; inconclusive = inhibition above about 29% without an active follow-up result
RSV antiviral HEp-2: RSV antiviral activity via CPE protection, HEp-2 cells, primary 10 µM value included (AID 2391) | HEp-2 cells, RSV-induced CPE inhibition; higher % means a stronger effect | CPE inhibition, % at 10 µM, or IC50 in µM where a hit was titrated | 310,000 tested, 0.13% active; in the data active = a potency from the dose series; inconclusive = CPE inhibition mostly from about 23% at the one dose, without a potency; inactive = the rest, 99 in 100 with CPE inhibition below about 21%; note: strong numbers were not always called active
GPR35 arrestin U2OS: GPR35 antagonists blocking zaprinast-driven arrestin recruitment, primary screen, imaging, U2OS, beta-arrestin-GFP, zaprinast agonist (AID 2058); inhibition, % at 10 µM, or IC50 in µM where a hit was titrated; 290,000 tested, 0.052% active; U2OS GPR35 beta-arrestin-GFP translocation imaging, zaprinast antagonism; higher % means a stronger effect;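 active = inhibition of at least 50% with at least 30 cells and total cytoplasm GFP at most 10,000,000; inconclusive = under 30 cells or total GFP of 10,000,000 plus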
MgcRacGAP inhibition: MgcRacGAP GTPase-activating activity inhibitors, confirmation, biochemical, ADP Hunter fluorescence; MgcRacGAP-stimulated Rac1 GTP hydrolysis, ADP Hunter fluorescence; higher % means a stronger effect; GST-tagged Rac1 F28L mutant substrate; inhibition, % at 30 µM; hits with a dose series show IC50 in µM; 340,000 tested, 0.6% active; AID 624330;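 active = first-screen hits whose inhibition reached a set limit at any dose in the follow-up dose series; inconclusive = inhibition above the set first-screen limit but never retested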;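 note: fluorescence reports GDP produced by GAP-driven GTP hydrolysis; strong numbers were not always called active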
West Nile virus CPE: West Nile virus antiviral activity, cell-based, CPE readout (AID 1621). 290,000 tested, 0.02% active. CPE inhibition, % at 10 µM; hits with a dose series show IC50 in µM. West Nile virus-infected cells, CPE inhibition; higher % means a stronger effect; in the data active = a potency from the dose series; inconclusive = CPE inhibition mostly from about 3.7% at the one dose, without a potency; inactive = the rest, 99 in 100 with CPE inhibition below about 2.2%; note: strong numbers were not always called active
SV40 large T antigen: TAg ATPase/helicase activity blockers – biochemical (AID 1903); SV40 large T antigen ATPase/helicase inhibition assay; higher % means a stronger effect; 310,000 tested, 0.39% active; one-dose inhibition, % at 20 µM; IC50 in µM for titrated hits; in the data active = a potency from the dose series; inconclusive = inhibition mostly from about 32% at the one dose, without a potency; inactive = the rest, 99 in 100 with inhibition below about 32%; note: strong numbers were not always called active
* hit, by the source's call; ? = inconclusive; · = no result given.

SMILES	ER stress rescue	LYP phosphatase	PhoP inhibition	Dengue-2 NS5 capping	RSV antiviral HEp-2	GPR35 arrestin U2OS	MgcRacGAP inhibition	West Nile virus CPE	SV40 large T antigen
O=C(C1=C[C@@H]2[C@H]3C(=O)N(c4cccc(Cl)c4)C(=O)[C@H]3[C@@H](C(=O)c3ccc(Cl)cc3)N2C=C1)c1ccccc1	-2.4%	4%	4%	-34%	3.5%	8%	13%	-0.1%	20%
O=C(O)C1=C[C@H](c2csc3ccccc23)C[C@H](OCc2ccc(CO)cc2)O1	0.0%	-5%	-6%	11%	2.3%	-5%	10%	0.7%	8%
Cn1c2ccccc2c2cc(C(=O)NNS(=O)(=O)c3ccc(F)cc3)sc21	-2.2%	0%	-22%	1%	17%	-6%	5%	0.8%	15%
CC(=O)NC1(c2ccccc2)CCN(CC(=O)N2CCC(C)CC2)CC1	-1.6%	-3%	·	-13%	1.6%	0%	1%	0.8%	·
CCN(CC)C(=O)Cn1cnc2ccccc2c1=O	-5.0%	-6%	-8%	2%	0.7%	-2%	-4%	0.4%	6%
O=C(N/N=C/c1ccccc1)c1cc(=O)[nH]c2ccccc12	-1.6%	-6%	14%	-5%	1.5%	-4%	4%	0.8%	3%
COc1ccc(C(=O)NC2CC2)cc1OC1CCN(Cc2ccc(SC)cc2)CC1	·	-8%	4%	-11%	-0.9%	14%	12%	-0.5%	·
Cc1ccc2nc(N3CCN(c4cccc(C)c4C)CC3)c3nnnn3c2c1	-2.0%	1%	-16%	-8%	12%	4%	6%	-0.7%	2%
C=CCN1C=C2C(=O)C(C)(OC(=O)c3cccs3)C(=O)C=C2C=C1CCCC(=O)OC (centres undefined)	·	-7%	-3%	9%	-1.5%	-8%	5%	0.8%	27%
O=C(O)c1ccccc1OCc1ccccc1Cl	·	-6%	-3%	3%	-1.5%	16%	-2%	0.1%	9%
O=C1CC(c2ccncc2)c2cc3c(cc2N1)OCO3 (centres undefined)	-0.8%	-4%	1%	1%	0.5%	-6%	3%	0.1%	5%
COc1ccc(C)cc1NC(=O)CNc1ccc(C(C)=O)cc1	-2.5%	3%	17%	-3%	5.3%	20%	8%	-1.1%	-8%
CC(=O)Nc1ccc(N/C(=N\S(=O)(=O)c2ccccc2)c2ccccc2)cc1	·	-8%	-4%	-4%	1.8%	2%	8%	-0.1%	5%
Cc1[nH]n(-c2ccccc2)c(=O)c1C=NCc1ccco1	0.3%	-8%	-5%	·	3.8%	-17%	·	-0.5%	6%
Cc1ccc(CN2C(=O)CSC2c2ccccc2F)cc1 (centres undefined)	·	-3%	4%	-5%	0.2%	-2%	6%	-0.9%	6%
Cc1ccc(-n2nc(-c3ccco3)cc2C(=O)NCc2cccnc2)cc1	16%	-3%	-4%	11%	3.1%	3%	6%	·	13%
CCN1CCc2c(sc(NC(=O)c3cc4ccccc4cc3OC)c2C(N)=O)C1	·	-11%	-5%	-27%	-1.6%	22%	3%	-1.2%	4%
O=C(Cn1c2ccccc2c2nc3n(c(=O)c21)CCS3)N1CCCC1	·	-11%	8%	-2%	4.6%	30%	14%	0.3%	12%
NCCNc1ccc2nnnn2n1	-1.1%	-8%	5%	6%	-0.4%	-14%	-9%	0.0%	4%
Cc1ccc(N(CC(=O)N2CCCC2)S(C)(=O)=O)cc1C	·	-6%	5%	4%	1.3%	7%	5%	0.1%	4%
Cc1ccc(C(=O)NNC(=O)C(C)Oc2ccccc2F)cc1S(=O)(=O)N1CCOCC1 (centres undefined)	·	·	5%	-3%	0.6%	·	8%	·	-1%
COc1ccc(C2/C(=C(\O)c3ccc4c(c3)OCCO4)C(=O)C(=O)N2Cc2cccnc2)cc1OC (centres undefined)	·	-3%	-8%	-1%	2.8%	-10%	6%	0.1%	16%
Nc1nc2sc3c(c2cc1C(=O)N1CCOCC1)CCCC3	0.4%	-12%	-3%	-1%	1.7%	4%	20%	-0.1%	-2%
COc1cccc(CNc2ccc(F)c(Cl)c2)c1OC	-0.8%	-6%	8%	3%	?	0%	7%	-0.5%	-1%
CCCC(=O)NC(c1ccco1)c1c(O)ccc2ccccc12 (centres undefined)	1.0%	-3%	13%	-3%	2.5%	-8%	7%	0.0%	10%

Continuation:
SMILES	ER stress rescue	LYP phosphatase	PhoP inhibition	Dengue-2 NS5 capping	RSV antiviral HEp-2	GPR35 arrestin U2OS	MgcRacGAP inhibition	West Nile virus CPE	SV40 large T antigen
CCOc1ccccc1N1CCN(S(=O)(=O)CC)CC1	-1.2%	-5%	-21%	-4%	1.2%	0%	14%	0.3%	1%
Cn1c2ccccc2c2nnc(SCC(=O)NCc3ccoc3)nc21	0.3%	-6%	-7%	-7%	1.2%	-6%	7%	-0.5%	6%
O=C(CN1C(=O)C2CCCCC2C1=O)Nc1ccccc1N1CCCC1 (centres undefined)	·	·	-7%	-14%	-1.0%	·	3%	·	8%
Cc1c(Cl)c(=O)oc2cc(OCC(=O)NCc3cccs3)ccc12	2.0%	-11%	-11%	-8%	0.3%	9%	7%	-0.4%	-1%
CCC(=Cc1ccc(CC)cn1)CC	·	-4%	1%	-3%	-0.6%	11%	4%	-0.2%	2%
O=C(COC(=O)c1cccnc1Cl)NCc1ccc2c(c1)OCO2	-0.9%	-4%	-12%	5%	1.7%	-13%	7%	1.7%	6%
C/C(=N/NC(=O)CSCc1ccc(Cl)cc1)c1cccc(NC(=O)c2ccccc2)c1	-1.4%	-8%	17%	-5%	0.3%	4%	5%	-0.6%	2%
COc1ccccc1S(=O)(=O)Nc1cc(C)nn1-c1ccc(C)cc1	·	-2%	-8%	-7%	1.3%	-13%	4%	0.0%	3%
CCC(C)(C)C1CCc2c(sc(NC(=O)c3cccs3)c2C(N)=O)C1 (centres undefined)	1.3%	-7%	9%	-5%	2.5%	-5%	13%	·	3%
NS(=O)(=O)c1ccc(Sc2nc3ccccc3s2)c([N+](=O)[O-])c1	·	-4%	-12%	-6%	?	-7%	-12%	0.8%	16%
CC(C)/C=N/NC(=O)c1cccc(N2CCCC2=O)c1	-3.5%	-3%	-3%	-4%	-0.3%	-3%	7%	-0.2%	17%
CC1=C(C(=O)OCc2ccc([N+](=O)[O-])cc2)N2C(=O)C(NC(=O)Cc3ccccc3)C2SC1 (centres undefined)	·	-10%	-6%	-4%	-0.2%	3%	16%	-0.2%	12%
COC(=O)C1=NNC(C(=O)c2ccco2)C1c1ccccc1 (centres undefined)	-0.3%	-8%	1%	-3%	-0.5%	-7%	-16%	0.6%	9%
CCC(=O)NCCn1ccc2ccccc21	·	0%	10%	1%	-0.2%	-3%	3%	0.3%	1%
Cc1ccc(OCc2nnc(SCCN3CCOCC3)n2C)cc1	-0.9%	-2%	1%	2%	0.6%	-5%	12%	0.3%	12%
COc1cc(/C=C2\SC(=S)N(NS(=O)(=O)c3ccc(C)cc3)C2=O)ccc1O	·	3%	-13%	?	4.2%	11%	?	1.9%	10µM*
Cc1ccc(NC(=O)CSc2ccc(-c3ccco3)nn2)c(C)c1	-1.5%	-3%	-4%	-6%	5.2%	-8%	5%	-0.8%	9%
COc1cc(OC)cc(C(=O)NC2CCN(CC(=O)Nc3cccc4ccccc34)CC2)c1	3.2%	-5%	7%	-6%	-0.1%	-12%	11%	0.0%	20%
O=C(CN1C(=O)c2ccccc2S1(=O)=O)NC1CCCCC1	·	-5%	5%	-4%	0.7%	10%	3%	-0.1%	-2%
Nc1nnnn1CC(=O)OCc1cccc(Br)c1	6.3%	-3%	-3%	-4%	0.6%	2%	-1%	0.4%	12%
COc1ccccc1CNC(=O)CN1C(=O)NC(C)(c2ccc(C(C)(C)C)cc2)C1=O (centres undefined)	·	-1%	8%	-5%	?	14%	16%	0.1%	3%
O=C(N/N=C/c1ccccn1)c1ccc(Cl)cc1	·	-5%	-5%	-3%	1.3%	0%	7%	0.1%	6%
COc1ccc(Cl)cc1N1C(=N)SCC1=O	-1.7%	-15%	·	1%	0.0%	10%	7%	0.3%	·
Cn1c(COc2cccc3ccccc23)nnc1SCC(=O)OC1CCCCC1	·	8%	2%	-10%	0.5%	6%	5%	1.5%	18%
CC(C)(C)C(=O)NC(=S)Nc1ccc(F)cc1	0.6%	1%	-8%	-3%	1.3%	6%	9%	-0.7%	5%

3 entries from above, reformatted:
mol,ER stress rescue,LYP phosphatase,PhoP inhibition,Dengue-2 NS5 capping,RSV antiviral HEp-2,GPR35 arrestin U2OS,MgcRacGAP inhibition,West Nile virus CPE,SV40 large T antigen
Cn1c(COc2cccc3ccccc23)nnc1SCC(=O)OC1CCCCC1,·,8%,2%,-10%,0.5%,6%,5%,1.5%,18%
O=C(COC(=O)c1cccnc1Cl)NCc1ccc2c(c1)OCO2,-0.9%,-4%,-12%,5%,1.7%,-13%,7%,1.7%,6%
O=C(CN1C(=O)c2ccccc2S1(=O)=O)NC1CCCCC1,·,-5%,5%,-4%,0.7%,10%,3%,-0.1%,-2%

(continued)
SMILES	ER stress rescue	LYP phosphatase	PhoP inhibition	Dengue-2 NS5 capping	RSV antiviral HEp-2	GPR35 arrestin U2OS	MgcRacGAP inhibition	West Nile virus CPE	SV40 large T antigen
COCCNC(=O)C(c1ccc(F)cc1)N(Cc1ccccc1)C(=O)CCC(=O)Nc1ccccn1 (centres undefined)	·	-5%	0%	-2%	0.5%	2%	6%	-0.6%	10%
Cc1cc(NC(=O)Cn2nc(C(F)(F)F)c3c2CCC3)n(-c2ccccc2)n1	-1.2%	-3%	-10%	-9%	0.6%	12%	2%	-0.8%	1%
COc1ccc(OC)c(/C=C2\SC(N3CCCC(C)C3)=NC2=O)c1 (centres undefined)	·	1%	8%	-8%	3.6%	12%	3%	-0.7%	8%
CN(C)CCn1c(=O)n(C2CCCCC2)c(=O)c2c3c(sc21)CCCCC3	·	·	·	8%	-2.8%	·	2%	·	21%
CC12C=CC3(CN(Cc4ccccc4)C(=O)C3C1C(=O)NC1CC1)O2 (centres undefined)	-1.1%	-6%	-61%	-1%	1.0%	13%	9%	0.4%	6%
CN1CCN(Cc2nc(Cc3ccccc3)no2)CC1c1ccccc1 (centres undefined)	-0.6%	-4%	-4%	-5%	-2.0%	21%	2%	-0.6%	3%
COCC(C)NC(=O)c1ccccc1OC(C)=O (centres undefined)	-1.6%	-8%	2%	-1%	-0.1%	6%	2%	0.5%	3%
O=C(CC(c1ccccc1)c1ccccc1)NCCOCc1ccccc1	·	-7%	-5%	-15%	0.4%	-3%	3%	-0.1%	10%
N#C/C(C(=O)Oc1ccccc1)=C1\C=CC=CN1	0.5%	-7%	3%	2%	0.7%	4%	14%	-0.2%	18%
NC(=O)c1ccccc1NC(=O)/C=C/C(=O)O	-0.4%	-15%	32%	6%	-0.5%	12%	6%	-0.2%	15%
CC1(C)CC(=O)C(C(C2=C(O)CC(C)(C)CC2=O)c2ccc(Br)s2)C(=O)C1 (centres undefined)	-2.3%	7%	2%	21µM*	1.9%	-5%	62µM*	-1.9%	?

Screens (PubChem BioAssay)
